# Yeast eIF2B = eIF2B (yeast) activity modulation; S. cerevisiae eIF2B-epsilon R284H, GCN4-lacZ luminescence; inhibition, % at 25 µM (by protocol); 27,000 compounds, 0.91% hits; AID 688;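 active = mutant luminescence inhibited past about 50% while wild type luminescence and mutant growth stay under set limits, limit read from the data; inconclusive = mutant versus wild type luminescence inhibition gap past a set limit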; note: some compounds called inactive have numbers as strong as hits
#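 Material – yeast eIF2B-epsilon R284H mutant carrying GCN4–beta-galactosidase fusion · Medium – YPD yeast growth medium · Compound – one concentration, 25 µM, 0.25% DMSO · Times – 16 h at 30 °C exposure · Signal – Beta-Glo luminescence plus absorbance at 595 nm · Read-out – % inhibition of reporter signal and growth versus controls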
# Yeast tox = Compounds toxic to wild-type S. cerevisiae growth; 30,000 compounds, 0.3% hits; A595 turbidity, 16 h; growth inhibition, % at 25 µM (by protocol); AID 685;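 active = mutant and wild-type yeast strains alike exhibit over 30% growth inhibition; inconclusive = a strain exceeds 50% while the second remains under 30%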;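 note: 0% = untreated cell controls and 100% = YPD media blanks without cells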
#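 System: S. cerevisiae wild-type or eIF2Bepsilon-R284H mutant strain; times: 16 h growth with compound, 30 °C; signal: absorbance at 595 nm (turbidity); measure: growth inhibition (%) versus cell controls and blanks; compound: 25 µM single dose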
# Yeast tox inhibition % = further read-out of Yeast tox, marked with its call; growth inhibition, %; S. cerevisiae eIF2Bepsilon-R284H mutant growth, A595 turbidity, 16 h;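 each compound tested once at 25 µM; 0% equals untreated cells and 100% equals cell-free medium blanks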
# Yeast eIF2B mutant toxicity = also measured in Yeast eIF2B; calls as there; growth inhibition, %; measured here: mutant yeast growth, toxicity;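 each compound tested once at 25 µM; zero equals untreated control growth and 100 equals blank medium absorbance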
# Active calls of the source: *; ? = inconclusive; . = no result given. Not all compounds are listed. The share of hits here may be higher or lower than overall.
# Fields – Yeast eIF2B	Yeast eIF2B mutant toxicity	Yeast tox	Yeast tox inhibition %
- Cc1nn(C(C)C(=O)NCCCc2ccccc2)c(=O)c2cc3occc3n12 (configuration not stated)
→ 3	-43	11	-43
- CCc1ccc(NC(=O)C2CC(=O)N=C(N)S2)cc1 (configuration not stated)
→ .	.	-2	15
- Nc1cc(=O)[nH]c(SCC(=O)Nc2ccc(Br)cc2)n1
→ -17	.	15	0
- CC(=O)c1ccc(OCC(C)C)c(CC(C(N)=O)C(N)=O)c1
→ 22	-8	16	-8
- Cc1ccc(S(=O)(=O)C(C#N)c2nc3ccccc3nc2N2CCCC2)cc1C (configuration not stated)
→ 15	-21	-8	-21
- CCn1c(COc2ccc(C)cc2)nnc1SCC(=O)C(C)(C)C
→ -20	.	12	0
- CN(Cc1nc2ccccc2n1C)S(C)(=O)=O
→ 20	-5	-10	-5
- Cc1cccc(CC2CC(=O)N(c3ccccc3)C2=O)c1 (configuration not stated)
→ 30	.	-9	0
- CC(CN1CCOCC1)OC(=O)c1cccc(Br)c1 (configuration not stated)
→ 11	26	5	26
- CCc1nc2ccccc2n1CC(O)COc1ccc(NC(C)=O)cc1 (configuration not stated)
→ 4	.	.	.
- Cc1ccc(-c2nn3c(C)nnc3s2)cc1NC(=O)c1cccs1
→ -24	-17	-6	-17
- CCN(CC)C(=O)c1ccccc1NS(=O)(=O)c1ccc(C)cc1
→ .	.	4	8
- Cc1cccc(C)c1OCCCCc1c(C)n[nH]c1C
→ 26	-4	36	-4
- Cc1c(C(=O)NC2CCCc3ccccc32)oc2ccc(S(=O)(=O)N3CCCC3)cc12 (configuration not stated)
→ 6	5	18	5
- COC(=O)c1sccc1NC(=O)c1ccc(Cl)s1
→ -4	.	12	0
- COc1ccc(CN2CCN(C(=O)c3ccco3)CC2)cc1OCc1ccccc1
→ 1	.	.	.
- O=C(c1ccco1)c1cn[nH]c1-c1ccc(Cl)cc1O
→ -4	.	5	0
- COc1ccc(N2C(=O)CCC2=O)cc1
→ 13	4	23	4
- COC(=O)c1ccc(CSc2nc3c(cnn3-c3ccc(Cl)cc3)c(=O)[nH]2)o1
→ -27	-42	-24	-42
- COc1c(F)c(F)c(C(=O)O)c(Nc2ccc(C)cc2)c1F
→ 15	22	23	22
- CCn1c(SCC(=O)C(C)(C)C)nnc1-c1cccnc1
→ 21	-9	0	-9
- O=C(Nc1ccc(Cl)cc1)C1=Cc2ccccc2OC1
→ 21	24	19	24
- CCOC(=O)CN(C(=O)CNC(=O)c1ccco1)C(C(=O)NC1CCCCC1)c1cccs1 (configuration not stated)
→ 24	4	17	4
- CCC1(CC)C(=O)NN(c2ccccc2)C1=O
→ 20	6	-3	6
- CCCOc1ccc(-c2nc(C#N)c(N3CCC(C(N)=O)CC3)o2)cc1
→ -1	5	3	5
- CC1=CC(=C2C(=O)c3ccccc3C2=O)C=C(C)N1Cc1ccco1
→ 19	4	6	4
- Cc1ccc(C(=O)N(CN2CCCC2=O)c2ccc(F)cc2)cc1
→ 14	.	4	0
- O=C1CC(N(O)c2ccccc2)C(=O)N1c1cc(Cl)cc(Cl)c1 (configuration not stated)
→ 6	4	8	4
- Cc1cc(C)c2c(n1)nn1c(NCCCn3ccnc3)cc(C)nc21
→ -31	22	11	22
- O=C1c2cccc3c(Cl)ccc(c23)C(=O)N1O
→ 32	-19	8	-19
- CC1CCN(C(=O)c2ccc(C(=O)N3CCC(C)CC3)cc2)CC1
→ -11	.	.	.
- COc1ccccc1CNS(=O)(=O)c1c(C)noc1C
→ 12	.	-12	0
- Cc1cc(=O)[nH]c(-n2nc(C)c(Oc3ccccc3O)c2C)n1
→ 18	-14	5	-14
- CCc1nnc(NC(=O)c2c(O)c3cccc4c3n(c2=O)CC4)s1
→ 9	-19	-29	-19
- O=C(Nc1ccc(Cl)cc1C(=O)N1CCOCC1)c1ccco1
→ 7	.	.	.
- CC(C)NC(=O)NC(=O)COC(=O)C1CCCN1C(=O)c1cccs1 (configuration not stated)
→ 25	18	35	18
- O=C(CCN1CCN(c2ccc(Cl)cc2)CC1)Nc1nccs1
→ 10	-8	13	-8
- O=C(NCCNCCO)c1c(O)c2cccc3c2n(c1=O)CCC3
→ 19	7	18	7
- COc1cc(CNc2cc(C)ccc2C)cc(OC)c1OC
→ -18	14	18	14
- CC(=O)CC(=O)NC1C2CC3CC(C2)CC1C3 (configuration not stated)
→ 10	-5	4	-5
- c1cnc(SCCOc2ccc3c(c2)CCC3)nc1
→ .	.	8	15
- COc1ccc2[nH]c3ccc(OC)cc3c2c1
→ 37	-3	2	-3
- O=C(c1cc2ccccc2oc1=O)N1CCN(C(=O)C2CCCO2)CC1 (configuration not stated)
→ 12	-4	17	-4
- O=c1[nH]c2ccsc2c(=O)n1-c1ccc(F)cc1
→ -2	8	-8	8
- CCCCCn1c(=O)[nH]c2cc(C(=O)N3CCN(CC)CC3)ccc2c1=O
→ .	.	17	13
- COc1cc2[nH]c(=O)n(Cc3ccc(C(=O)NCC4CCCO4)cc3)c(=O)c2cc1OC (configuration not stated)
→ 1	-4	-14	-4
- C=CCn1c(Cc2csc(N)n2)nnc1SCC(=O)Nc1ccccc1C(F)(F)F
→ 17	8	4	8
- CCOC(=O)CCCn1nc(C)n2c(cc3sccc32)c1=O
→ 18	-2	6	-2
- COc1ccc2[nH]c(C)c(CN3CCC(C)CC3)c(=O)c2c1
→ -6	-12	2	-12
- CCOc1cc(NS(=O)(=O)CC)c(OCC)cc1NC(=O)c1ccco1
→ 14	-23	0	-23
- Cc1cc(C)n2c(=S)[nH]nc2n1
→ 5	-15	-8	-15
- OC(COc1ccc2ccccc2c1)Cn1ccnc1 (configuration not stated)
→ -1	21	3	21
- COc1cc(-c2n[nH]c(=O)o2)cc(OC)c1OC
→ 24	2	0	2
- CCCCn1c(SCC(=O)NCc2ccco2)nc2ccc(N3CCOCC3)cc2c1=O
→ 2	.	4	0
- CCN(CC)C(=O)CSc1nc(-c2ccc(C)cc2)nc2c1COC(C)(C)C2
→ -8	-20	?	.
- Cc1ccc(S(=O)(=O)/N=C(\CCl)N2CCOCC2)cc1
→ 28	18	25	18
- Cc1ccc(S(=O)(=O)Nc2ccc(-c3nnc(SCC#N)n3C)cc2)cc1
→ 5	-11	-15	-11
- COc1cc(NC(=O)CSc2ncccc2C(=O)OC(C)C)cc(OC)c1
→ .	.	-3	-15
- CCC(=O)N1c2ccc(S(=O)(=O)CCC(=O)NCc3cccs3)cc2CC1C (configuration not stated)
→ .	.	14	8
- CC1(C)Cc2c(c(N3CCOCC3)nc3sc4c(NN)ncnc4c23)CS1
→ .	.	-1	8

# (next part)
# Fields – Yeast eIF2B	Yeast eIF2B mutant toxicity	Yeast tox	Yeast tox inhibition %
- COC(=O)c1cc(OC)c(OC)cc1NC(=O)c1cnccn1
→ -13	5	-10	5
- COc1ccc(S(=O)(=O)N(C)c2ccc(C(=O)N3CCC(C(N)=O)CC3)cc2)cc1
→ 15	.	.	.
- Cc1ccc(C2=[N+]([O-])C(C)N(O)C2(C)C)o1 (configuration not stated)
→ 28	10	5	10
- COC(=O)c1ccccc1NC(=O)Cn1cnc2cc(C)c(C)cc21
→ 24	20	9	20
- CCn1c(-c2ccoc2C)n[nH]c1=S
→ .	.	21	23
- CC1S/C(=C(\C#N)C(N)=O)N(c2ccc(F)cc2)C1=O (configuration not stated)
→ 25	-8	-1	-8
- COc1ccc(N2C(=O)[C@@H]3[C@H](C2=O)[C@H]2c4ccccc4C=CN2[C@@H]3C(=O)Nc2ccccc2)cc1
→ -22	10	-20	10
- Cc1ccc(-n2ncc(C(=O)N3CCc4ccccc4C3)c2NC(=O)c2ccco2)cc1C
→ 21	.	.	.
- N#CC(=C1CCCC1)c1nc(-c2ccccc2)cs1
→ 9	-14	-18	-14
- CCc1cccc(C)c1N(C(=O)Cn1c(=O)[nH]c2ccccc21)C(C)COC (configuration not stated)
→ 24	11	9	11
- O=C(NCc1ccco1)c1csc2c1CCCCC2
→ -18	17	17	17
- CC(C)C12CCC(C(=O)O)C(C1)C(=O)O2 (configuration not stated)
→ 27	.	9	0
- CCOC(=O)Cn1c(=O)c(-c2ccccc2NCc2ccccc2)nc2ccccc21
→ 58*	.	-30	-28
- CCc1c(C)nc(N)n2c(SCC(=O)N3CCCC(C)C3)nnc12 (configuration not stated)
→ 18	15	2	15
- O=C1CN(C(=O)c2ccccc2F)c2ccccc2N1
→ .	.	12	-3
- O=C(CCS(=O)(=O)c1cccc2nonc12)NCCc1ccccc1
→ 10	11	21	11
- c1ccc(Nc2nc(-c3ccccn3)cs2)cc1
→ 35	17	11	17
- COc1ccc(-n2cc(C(=O)O)c3ccccc3c2=O)cc1
→ 16	14	6	14
- CCC(C)(C)n1nnnc1C(c1cc(OC)ccc1OC)N1CCC(C(N)=O)CC1 (configuration not stated)
→ -24	-17	-3	-17
- COc1cc(S(=O)(=O)NCC2CCCO2)c(OC)cc1Cl (configuration not stated)
→ .	.	-1	15

# Among those listed so far, these have a cyano group.
# Fields – Yeast eIF2B	Yeast eIF2B mutant toxicity	Yeast tox	Yeast tox inhibition %
- Cc1ccc(S(=O)(=O)C(C#N)c2nc3ccccc3nc2N2CCCC2)cc1C (configuration not stated)
→ 15	-21	-8	-21
- CCCOc1ccc(-c2nc(C#N)c(N3CCC(C(N)=O)CC3)o2)cc1
→ -1	5	3	5
- Cc1ccc(S(=O)(=O)Nc2ccc(-c3nnc(SCC#N)n3C)cc2)cc1
→ 5	-11	-15	-11
- CC1S/C(=C(\C#N)C(N)=O)N(c2ccc(F)cc2)C1=O (configuration not stated)
→ 25	-8	-1	-8
- N#CC(=C1CCCC1)c1nc(-c2ccccc2)cs1
→ 9	-14	-18	-14

# More entries:
# Fields – Yeast eIF2B	Yeast eIF2B mutant toxicity	Yeast tox	Yeast tox inhibition %
- Cc1cc(=O)[nH]c(SCC(=O)Nc2ccc(Cl)cn2)n1
→ 16	-6	14	-6
- CC(=O)N(/N=C1\Sc2ccccc2C1=O)c1ccccc1C
→ .	.	-2	-3
- CCOC(=O)c1c(C)c(C(=O)Nc2ccc3c(c2)OCO3)c(C)n1C
→ 25	-4	17	-4
- CC(C)c1nnc(NC(=O)C2CCN(c3cnccn3)CC2)s1
→ .	.	3	-3
- Oc1c(Br)cc(C2N=C(c3ccccc3Cl)NO2)cc1Br (configuration not stated)
→ 29	-19	-11	-19
- CCOc1cc(S(=O)(=O)NCc2ccc(OC)cc2)c(OCC)cc1-n1cnnn1
→ 11	14	5	14
- O=C(CSc1nnc2scc(-c3ccccc3)n12)N1CCCc2ccccc21
→ 28	21	14	21
- CCCCCCn1c(CN2CCN(C(=O)OCC)CC2)nc2c1c(=O)n(C)c(=O)n2C
→ 29	32	-11	32
- COCc1nnc(SCC(=O)NCc2ccccc2)n1-c1ccccc1
→ -27	-4	-3	-4
- CC(=O)Nc1n[nH]c(S(=O)(=O)Cc2ccc(Cl)cc2Cl)n1
→ 25	-9	-5	-9
- CCOc1ccccc1N1CCN(c2nc3ccccc3nc2C(C#N)C(=O)OC(C)C)CC1 (configuration not stated)
→ 19	-32	11	-32
- O=C(Cn1cnc2sc(-c3ccccc3)cc2c1=O)NCCc1ccccc1
→ -12	6	-13	6
- Cc1ccc2[nH]cc(C(=O)CN3CCOCC3)c2c1
→ 11	-9	18	-9
- CCOc1ccc(C2C(C(=O)c3cccs3)=C(O)C(=O)N2CCCn2ccnc2)cc1 (configuration not stated)
→ -13	11	-38	11
- O=C(Nc1ccc2oc(-c3ccccc3Cl)nc2c1)c1cncc(Br)c1
→ 18	-3	-20	-3
- Cc1nn(C(C)CC(=O)O)c(C)c1C (configuration not stated)
→ 19	.	21	0
- CCOC(=O)COc1ccc2c(c1)C(=O)CC1(CCCCC1)O2
→ .	.	8	7
- Cc1ccc(-c2nnn(CC(=O)N(CC(=O)NC3CCCCC3)c3ccc(F)c(Cl)c3)n2)o1
→ -25	.	.	.
- CCOc1cc(C(=O)Nc2cc(=O)n(C)c(=O)n2C)cc(OCC)c1OCC
→ 18	11	12	11
- CN1/C(=C/C2CC(=O)NC2=O)C(C)(C)c2ccccc21 (configuration not stated)
→ .	.	5	18
- COCCNC(=O)C(OC(=O)CC1Sc2ccccc2NC1=O)c1ccccc1 (configuration not stated)
→ -3	-18	-6	-18
- Cc1nc2sc(C(c3ccco3)N3CCc4ccccc4C3)c(O)n2n1 (configuration not stated)
→ -14	-8	12	-8
- CC(C)(C)c1ccc(C(=O)Nc2ccc(CC(=O)O)cc2)o1
→ 11	16	6	16
- COc1ccc(-n2nnc3c(SCc4ccccc4)ncnc32)cc1
→ 22	4	16	4
- CCC(NS(=O)(=O)c1ccc(OC)cc1)C(=O)O (configuration not stated)
→ -10	19	-8	19
- C=C(C)C1Cc2c(C)nn(-c3ccccc3)c2C1 (configuration not stated)
→ 17	-12	6	-12

# Assay outcomes deposited in PubChem BioAssay by PCMD.
